Rat MKP-3 inhibitors: inhibition of rat DUSP6 enzyme activity – biochemical, in vitro, primary screen (AID 425). recombinant MKP-3 phosphatase activity, fluorescence; higher % means a stronger effect. inhibition, % at 20 µM, or IC50 in µM where a hit was titrated. 110,000 tested, 0.17% active; in the data active = inhibition above about 50%;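 also: plate controls were vehicle for no effect and reference inhibitor for full effect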
Hsp70 inhibitors: small molecules displacing fluorescent ligand from Hsp70 – biochemical, fluorescence polarization, primary screen (AID 583). Hsp70 fluorescence polarization probe displacement, mP; higher % means a stronger effect. one-dose displacement, % at 20 µM; IC50 in µM for titrated hits. 140,000 tested, 0.06% active; in the data active = displacement above about 50%;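 also: plate controls were vehicle for no effect and reference ligand for full effect; a part of the inactive calls stands beside numbers as strong as those of hits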
* hit, by the source's call; . = no result given; & = joins results of further samples.

SMILES	Rat MKP-3 inhibitors	Hsp70 inhibitors
Cc1ccc(OCCCn2c(=O)sc3ccccc32)cc1	.	-3.4%
COc1cc(C2NC(=O)N(C)C(C)=C2C(=O)OC2CCCC2)cc(Br)c1O (centres undefined)	3%	2.7%
c1ccc(CN2CCN(c3ncccn3)CC2)nc1	0%	-0.7%
COc1cc(OC)cc(C(=O)Nc2c(C)cccc2C)c1	3%	-2.8%
O=C(Nc1cccc(O)c1)c1cccc(NC(=O)c2cccs2)c1	-1%	2.1%
Cc1ccc2oc(C(Cl)(Cl)Cl)cc(=O)c2c1	-5%	1.0%
Cc1nc2cc(NC(=O)NCc3ccco3)ccc2n1C	-2%	3.1%
N/C(=N\c1nc2ccccc2o1)NC(=O)/C=C/c1ccco1	1%	7.5%
O=C(CSc1nc(O)cc(=O)[nH]1)N1CCCc2ccccc21	-10%	4.3%
Cn1c(=O)c2c(-c3ccccc3)n(Cc3ccccn3)cc2n(C)c1=O	2%	4.5%
COc1cccc(CN2CCN(C(=O)c3ccccc3)CC2)c1OC	2%	2.1%
CCOC(=O)C1=C(C)N=c2s/c(=C\c3cccs3)c(=O)n2C1c1ccc(OCC)cc1 (centres undefined)	-2%	-6.1%
O=C(/C=C/c1ccccc1)NC(=S)Nc1ccc(O)c(-c2nc3ccccc3o2)c1	-9%	-0.1%
Cc1cccc(NC(=O)N(Cc2cc3cc(C)cc(C)c3[nH]c2=O)CC2COCCO2)c1 (centres undefined)	.	0.5%
CCOC(=O)CSc1nc(N)c(C#N)cc1C#N	2%	2.3%
CCN1CCN(C(=O)CS(=O)(=O)Cc2nc(-c3ccc(C)cc3)oc2C)CC1	-12%	1.2%
CC1(C)CC(NC(=O)c2cccc(I)c2)CC(C)(C)N1	4%	-1.4%
CCOc1ncccc1C(=O)Nc1ccc(-c2cn3ccsc3n2)cc1	-4%	2.5%
COc1ccccc1NC(=O)c1sc(-c2ccccc2)nc1C	0%	7.3%
C#CC(CC)(CC)NC(=O)c1c(C)noc1C	3%	3.7%
O=C(CCCOc1ccccc1)n1nnc2ccccc21	-12%	7.0%
Clc1ccc(/C=N/Nc2nc(N3CCOCC3)nc(N3CCOCC3)n2)cc1	0%	1.7%
CCOC(=O)CN1C(=O)Nc2ccc(Br)cc2C1c1ccccc1 (centres undefined)	0%	-2.9%&-0.5%
CCCCOC(=O)Nc1ccc(C(=O)OCCC)cc1	0%	5.3%
Cc1ccc(NC(=O)CSc2nnc(NC(=O)CN3CCOCC3)s2)cc1	-2%	2.8%
COc1ccccc1N(CC(=O)Nc1ccccc1C(=O)NCC(C)C)S(C)(=O)=O	-9%	-4.6%
O=C(c1ccccc1)N1CCN(C(=O)N2CCOCC2)CC1	-8%	.
CCNC(=O)Cn1c(=O)c2c(ncn2Cc2ccccc2)n(Cc2ccccc2)c1=O	.	-1.5%
O=C(N/N=C/c1ccc(Cl)cc1)c1ccc(O)cc1	-5%	-7.0%
COc1cc(CCC(=O)OCn2nnc3ccccc3c2=O)cc(OC)c1OC	-18%	2.2%
Brc1ccc(-c2cnc(-c3cccs3)o2)cc1	0%	4.8%
Cc1ccc2c(c1)cc(CN(Cc1ccco1)C(=O)COc1ccccc1)c1nnnn12	-1%	0.7%
CCCCCC1CC(/C(C)=N/NC(N)=O)OC1=O (centres undefined)	.	0.8%
CCC(C)Nc1nc(OCC(F)(F)F)nc(OCC(F)(F)F)n1 (centres undefined)	4%	22%
Cc1ccc(C)c2[nH]c(=O)c(C(c3nnnn3Cc3ccco3)N3CCc4ccccc4C3)cc12 (centres undefined)	-15%	-9.2%
CCOc1cc(C(=S)N2CCOCC2)ccc1OCc1ccccc1	0%	-1.5%
CCn1c(=O)cc(SCC(=O)N2CCN(C)CC2)c2ccccc21	.	1.1%
O=C(C1CCN(S(=O)(=O)c2cccc3cccnc23)CC1)N1CCN(C2CCCC2)CC1	-6%	1.7%
CCCCP(=O)(CCCC)CP(=O)(c1ccccc1)c1ccccc1	1%	1.4%
c1ccc(N2CCN(c3ncnc4c3oc3ccccc34)CC2)cc1	-6%	0.3%
Cn1c(=O)oc2cc(S(=O)(=O)N3CCC(C(=O)NCc4cccs4)CC3)ccc21	-5%	0.6%
CN1CCN(C(=O)CCCOc2cc(=O)n(C)c3ccccc23)CC1	.	2.3%
CCC(=O)Nc1nonc1-c1nc2ccccc2n1CC(C)C	3%	-3.1%
Cc1ccc(Cl)cc1N1CCN(C(=O)CSc2nnc3n2C(C)(C)Cc2ccccc2-3)CC1	.	1.7%
CN(C)CCNC(=O)c1coc(=O)c(Br)c1	-18%	-4.7%
CCCOc1ccc(-c2nnc(NC(=O)Nc3ccc(Cl)cc3)s2)cc1	2%	-1.6%
Cc1ccc(NC(=O)c2ccn(C(=O)Nc3ccccc3)n2)c(C)c1	0%	3.7%
COCCCNC(=O)C(=O)Nc1ccc(Cl)c(C(F)(F)F)c1	2%	5.5%
Cc1cc(=O)n2[nH]c(-c3cccs3)cc2n1	5%	1.8%
C=CCn1c(NCCc2ccccc2)nc2c1c(=O)n(C)c(=O)n2C	.	4.5%
Cc1nc2[nH]c(=O)c3c(n2n1)NC1=C(C(=O)CC(C)(C)C1)C3c1ccc(F)cc1 (centres undefined)	2%	8.8%
O=C(Cn1c(=O)oc2ccccc21)c1ccccc1	0%	-2.5%
O=C(CSc1nnc(Cn2cnc3ccccc32)o1)Nc1cccc2ccccc12	.	-4.6%
CCN(C(=O)CSc1ccc2c(c1)OCCO2)C1CCS(=O)(=O)C1 (centres undefined)	-9%	1.4%
CC(C)(C)OC(=O)N[C@H](Cc1ccccc1)C(=O)N1CCC(C(=O)O)CC1	-15%	-1.3%
CC1(C)Cc2cccc(OCC(O)CN3CCN(c4ccccn4)CC3)c2O1 (centres undefined)	-7%	7.7%
CCOc1cc(C(=S)N2CCOCC2)cc(Br)c1OC(=O)c1cccc2ccccc12	3%	-2.0%
COc1ccc(Cc2nnc(SCc3nc4ccccc4c(=O)[nH]3)n2C)cc1	-13%	-0.5%
COc1cccc(C(=O)NNS(=O)(=O)c2ccccc2)c1	-4%	-3.0%
CC(C)(C)c1cc(C(=S)N2CCN(CCO)CC2)cc(C(C)(C)C)c1O	-2%	-4.5%
Later entries:
SMILES	Rat MKP-3 inhibitors	Hsp70 inhibitors
CC(C)c1cc(C(=O)NC2CCCCC2)no1	5%	-1.0%
CC(=O)Nc1ccc(NC(=O)c2ccc(OCC(C)C)cc2)cc1	1%	1.7%
CC12CC(c3ccccc3O1)N(C(=O)c1ccco1)C(=S)N2c1ccc(F)cc1 (centres undefined)	.	-1.6%
COc1ccc2c(C(=O)CN3CCC(C)CC3)c[nH]c2c1	.	-6.7%
CCOC(=O)c1c(CN2CCOCC2)n(C)c2cc(Br)c(O)cc12	0%	4.8%
O=C(Nc1ccc(S(=O)(=O)N2CCCCCC2)cc1)c1ccc(F)cc1	-1%	1.9%
O=C(NCc1cccs1)c1cc2n(n1)C(C(F)(F)F)CC(c1ccc(Cl)c(Cl)c1)N2 (centres undefined)	-4%	-0.7%
C=CC[n+]1c(-c2ccc(OC)c(OC)c2)csc1NNC(=O)Nc1ccccc1	.	-1.5%
CCOC(=O)c1c(NC(=O)CC2Nc3ccccc3NC2=O)sc2c1CCCC2 (centres undefined)	2%	-6.6%
COc1ccc(OC(C)C(=O)Nc2ccc(C(=O)OC(C)C)cc2)cc1 (centres undefined)	4%	0.4%
Clc1ccc2nc(N/N=C/c3nc4ccccc4[nH]3)nc(-c3ccccc3)c2c1	8%	5.0%
CC(=O)Nc1ccc(S(=O)(=O)NCc2csc(-c3cccnc3)n2)cc1	3%	2.1%
CN(C)C1(c2cccnc2)CS(=O)(=O)C1	-1%	5.0%
COC(=O)C1CSc2[nH]c(=O)sc2C1c1ccc(O)c(OC)c1 (centres undefined)	.	-2.0%
CCOc1ccc(/C=C(/C#N)C(=O)Nc2cccc(Br)c2)cc1	-1%	2.5%
COC(=O)c1c(NC(=O)CN2CCC(C(N)=O)CC2)c2c(C)cccc2n1C	-4%	-4.9%
CC(=O)NC(C)(C)C1CC=C(C)/C(=N\O)C1 (centres undefined)	-9%	-4.6%
Cc1cc(C)c(O)c(-c2cc(C(=O)Nc3ccc(S(=O)(=O)N4CCOCC4)cc3)[nH]n2)c1	-5%	-1.9%
COC(=O)c1ccccc1-c1ccc(/C=C2/SC(=S)N(c3ccccc3)C2=O)o1	-3%	-0.9%
Cc1ccc(-n2nnnc2SCC(=O)c2c(N)n(CC(C)C)c(=O)n(C)c2=O)cc1	-9%	9.1%
CCOC(=O)c1c(C)n(CCO)c2ccc(O)cc12	-13%	0.6%
C/C(=N\NC(=O)C1CC1)c1cccnc1	0%	6.3%
O=C1NC(c2ccc3c(c2)OCO3)Nc2ccccc21 (centres undefined)	0%	1.3%
CN(c1ccc(C(=O)Nc2cc(Cl)ccc2Cl)cc1)S(=O)(=O)c1ccccc1	3%	-1.6%
Cc1ccc(/C=N\N2CCN(c3ccccc3)CC2)cc1	5%	2.3%
COC(=O)CSC1=C(C#N)C(c2ccccc2)CC(=O)N1 (centres undefined)	3%	-1.2%
CCCC(=O)Nc1cccc(NC(=O)c2ccc(OC)c(Br)c2)c1	4%	0.8%
O=C(NCCc1ccc(Cl)cc1)C(=O)Nc1ccccc1	-1%	1.7%
N#Cc1c(/N=C/c2cccs2)sc2c1CCC2	-6%	3.0%
Cc1[nH]c2ccc(Br)cc2c1CC(=O)NNS(=O)(=O)c1ccccc1	1%	-1.1%

Gathered by group, those above with a Cl atom.
SMILES	Rat MKP-3 inhibitors	Hsp70 inhibitors
Cc1ccc2oc(C(Cl)(Cl)Cl)cc(=O)c2c1	-5%	1.0%
Clc1ccc(/C=N/Nc2nc(N3CCOCC3)nc(N3CCOCC3)n2)cc1	0%	1.7%
O=C(N/N=C/c1ccc(Cl)cc1)c1ccc(O)cc1	-5%	-7.0%
Cc1ccc(Cl)cc1N1CCN(C(=O)CSc2nnc3n2C(C)(C)Cc2ccccc2-3)CC1	.	1.7%
CCCOc1ccc(-c2nnc(NC(=O)Nc3ccc(Cl)cc3)s2)cc1	2%	-1.6%
COCCCNC(=O)C(=O)Nc1ccc(Cl)c(C(F)(F)F)c1	2%	5.5%
O=C(NCc1cccs1)c1cc2n(n1)C(C(F)(F)F)CC(c1ccc(Cl)c(Cl)c1)N2 (centres undefined)	-4%	-0.7%
Clc1ccc2nc(N/N=C/c3nc4ccccc4[nH]3)nc(-c3ccccc3)c2c1	8%	5.0%
CN(c1ccc(C(=O)Nc2cc(Cl)ccc2Cl)cc1)S(=O)(=O)c1ccccc1	3%	-1.6%
O=C(NCCc1ccc(Cl)cc1)C(=O)Nc1ccccc1	-1%	1.7%

More results
SMILES	Rat MKP-3 inhibitors	Hsp70 inhibitors
Cc1nc2c(Cl)cc(Cl)cc2[nH]1	.	-3.7%
CCCN(CCC)CN1C(=O)S/C(=C/c2ccc(C)cc2)C1=O	0%	10%
CC1Cc2ccccc2N1C(=O)Cn1nc(C(=O)O)c2ccccc2c1=O (centres undefined)	-15%	-1.1%
Cc1cc(NC(=O)c2cc(-c3ccco3)on2)nn1Cc1ccc(Cl)cc1	3%	-5.3%
C=CCOc1ccc(Cl)cc1/C=C1/C(=O)NN(c2ccccc2)C1=O	4%	2.0%
Cc1cccc(NC(=O)C(=O)NNC(=O)c2ccc(C(C)(C)C)cc2)c1	-2%	0.7%
COCCCNC(=O)CN(c1cccc(C(F)(F)F)c1)S(C)(=O)=O	-4%	4.3%
Cc1onc(-c2ccccc2)c1C(=O)Nc1cccc2nsnc12	-2%	0.6%
COc1c(C)cccc1C(=O)Nc1ccc(N2CCOCC2)c(Cl)c1	.	3.5%
O=C(CCCN1C(=O)CCC1=O)Nc1ccc2c(c1)OCO2	0%	-0.6%
COc1ccc2c(C)cc(=O)[nH]c2c1	.	2.3%
CCOC(=O)c1sc(NC(=O)C2c3ccccc3Oc3ccccc32)c(C(N)=O)c1C	0%	3.0%
CCOC(=O)C1CCCN(C(=O)C2CCN(c3nnc(-n4cccc4)s3)CC2)C1 (centres undefined)	-10%	-0.2%
Cc1ccc(NC(=O)COc2ccc3ccccc3c2)c(C)c1	2%	3.2%
CCn1c(SCc2nc3ccccc3[nH]2)nnc1-c1cccnc1	.	-1.7%
Cc1nc2sc3c(c2c(=O)o1)CCC3	0%	4.1%
Cc1ccc(S(=O)(=O)c2ccc(C)cc2)cc1	.	-3.4%
O=C1/C(=C/c2ccc(Br)o2)SC(=S)N1c1ccc([N+](=O)[O-])cc1	3%	3.8%
CCOC(=O)C(CC(=O)O)N1CCCCC1 (centres undefined)	-7%	-1.9%
CCOc1ccccc1NC(=O)C(=O)N/N=C/c1ccc(C(C)(C)C)cc1	3%	1.5%
O=C(NCC1CCCO1)c1ccc(/C=N/O)nc1 (centres undefined)	-12%	-2.2%
CCCn1c(=NC(C)=O)c(C(=O)OCC)cc2c(=O)n3ccccc3nc21	-6%	-1.6%
O=C1OC(c2ccccc2F)=N/C1=C\c1ccc2c(c1)OCO2	7%	-18%
O=C1CCCc2c1[nH]c1c(Br)cccc21	4%&3%	0.5%&-1.9%
O=C1c2ccccc2C(=O)c2c1c(O)c1ccccc1c2Nc1ccccc1	-2%	4.7%
CC(C)(C)NC(=O)Cn1nnc(-c2ccccc2NC(=O)c2ccco2)n1	.	-1.6%
O=C(NN1CCOCC1)c1ccc(Cl)cc1Cl	0%	-6.1%
COc1ccccc1Nc1nc(Nc2ccccc2OC)nc(N2CCOCC2)n1	2%	-3.1%
N#Cc1nc(-c2ccco2)oc1NCc1ccco1	-1%	3.5%
Cc1ccc(S(=O)(=O)N2CCN(S(=O)(=O)N(C)C)CC2)cc1	4%	-1.0%
Cc1cc(C)cc(N2C(=O)NC(=O)/C(=C\c3ccc(Br)s3)C2=O)c1	10%	6.5%
Oc1ccccc1CNc1nc2ccccc2n1CCN1CCCCC1	-2%	-0.3%

The list is partial, so the mix of outcomes need not match the whole.
